mIAP inh = mouse IAP inhibition | purified mouse IAP, CDP-Star luminescence, 30 min | inhibition, % at 10 µM | 330,000 compounds, 0.2% hits;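 active means inhibition of at least 40% at 10 µM in the primary screen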;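 further: plate controls were DMSO with enzyme for no effect and no enzyme wells for full effect; values of inactives mirror those of a sister screen read the other way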
hIAP act = increases human intestinal alkaline phosphatase activity | purified human IAP, CDP-Star luminescence, 30 min; hits give high values; 1 = vehicle-only enzyme, 0 = enzyme-free background | activation factor at 10 µM | 330,000 compounds, 0.16% hits;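 active means activation factor of the enzyme at least 2-fold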; further: the source names both 10 and 20 µM as test concentration; values of inactives mirror those of a sister screen read the other way
ATG4B inhibitor = inhibitors of human ATG4B cysteine protease | inhibition, % at 8.33 µM | AID 504462 | ATG4B cleavage of LC3-PLA2, NBD-HPC fluorescence, 1 h | 340,000 compounds, 0.51% hits; in the data active means inhibition above about 40%
TIM10 inh = TIM10 yeast growth inhibition; inhibition, % at 10 µM; 330,000 compounds, 1.4% hits; AID 463195; S. cerevisiae TIM10 strain growth, BacTiter-Glo luminescence, 24 h;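 active means inhibition of 40% or more at the single tested concentration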;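 further: wild-type TIM10 isogenic control strain grown at permissive 25 °C; 0% = DMSO yeast wells and 100% = minimal medium wells without yeast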
NLRP3 yeast inh = inhibitors of NALP3 inflammasome in yeast. AID 2825. Yeast reconstituted NLRP3/ASC/caspase-1, beta-gal luminescence, 24 h. 330,000 compounds, 0.39% hits. inhibition, % at 10 µM;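 active means inhibition of 50% or more; inactive means inhibition below 50%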;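 further: plate controls were induced DMSO wells for no effect and uninduced yeast grown without galactose for full effect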
mIAP activ = mouse IAP activation. muIAP, CDP-Star luminescence, 30 min; hits give high values; 1 = vehicle-only enzyme signal, 0 = enzyme-free wells. activation factor at 10 µM. 330,000 compounds, 0.24% hits;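 active means activation factor of at least 2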; further: the source names both 10 and 20 µM as test concentration; values of inactives mirror those of a sister screen read the other way
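Assay system: mouse IAP enzyme; Reagent: CDP-Star chemiluminescent phosphatase substrate; Compound: DMSO-dissolved test compounds; Incubation: 30 min, room temperature; Technique: luminescence from enzymatic CDP-Star hydrolysis; Controls: DMSO-only wells and no-enzyme negative control.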
tim10-1 inh = growth inhibitors of tim10-1 mutant yeast; S. cerevisiae tim10-1 ts strain growth, BacTiter-Glo, 24 h; inhibition, % at 20 µM; 330,000 compounds, 2.2% hits; AID 463190;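 active means inhibition of at least 40%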;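 further: mutant grown at 25 °C; 0% = DMSO wells with yeast and 100% = wells holding no yeast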
Apaf-1 inh = human Apaf-1 inhibition. O14727. reconstituted apoptosome caspase-3 activity, DEVD-Rh110 fluorescence. inhibition, % at 20 µM. 330,000 compounds, 0.71% hits. AID 489030; active means inhibition of at least 40% at 20 µM;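 further: plate controls were DMSO wells for no effect and DEVD-CHO caspase inhibitor wells for full effect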
Target sequence (O14727 whole entry, looked up): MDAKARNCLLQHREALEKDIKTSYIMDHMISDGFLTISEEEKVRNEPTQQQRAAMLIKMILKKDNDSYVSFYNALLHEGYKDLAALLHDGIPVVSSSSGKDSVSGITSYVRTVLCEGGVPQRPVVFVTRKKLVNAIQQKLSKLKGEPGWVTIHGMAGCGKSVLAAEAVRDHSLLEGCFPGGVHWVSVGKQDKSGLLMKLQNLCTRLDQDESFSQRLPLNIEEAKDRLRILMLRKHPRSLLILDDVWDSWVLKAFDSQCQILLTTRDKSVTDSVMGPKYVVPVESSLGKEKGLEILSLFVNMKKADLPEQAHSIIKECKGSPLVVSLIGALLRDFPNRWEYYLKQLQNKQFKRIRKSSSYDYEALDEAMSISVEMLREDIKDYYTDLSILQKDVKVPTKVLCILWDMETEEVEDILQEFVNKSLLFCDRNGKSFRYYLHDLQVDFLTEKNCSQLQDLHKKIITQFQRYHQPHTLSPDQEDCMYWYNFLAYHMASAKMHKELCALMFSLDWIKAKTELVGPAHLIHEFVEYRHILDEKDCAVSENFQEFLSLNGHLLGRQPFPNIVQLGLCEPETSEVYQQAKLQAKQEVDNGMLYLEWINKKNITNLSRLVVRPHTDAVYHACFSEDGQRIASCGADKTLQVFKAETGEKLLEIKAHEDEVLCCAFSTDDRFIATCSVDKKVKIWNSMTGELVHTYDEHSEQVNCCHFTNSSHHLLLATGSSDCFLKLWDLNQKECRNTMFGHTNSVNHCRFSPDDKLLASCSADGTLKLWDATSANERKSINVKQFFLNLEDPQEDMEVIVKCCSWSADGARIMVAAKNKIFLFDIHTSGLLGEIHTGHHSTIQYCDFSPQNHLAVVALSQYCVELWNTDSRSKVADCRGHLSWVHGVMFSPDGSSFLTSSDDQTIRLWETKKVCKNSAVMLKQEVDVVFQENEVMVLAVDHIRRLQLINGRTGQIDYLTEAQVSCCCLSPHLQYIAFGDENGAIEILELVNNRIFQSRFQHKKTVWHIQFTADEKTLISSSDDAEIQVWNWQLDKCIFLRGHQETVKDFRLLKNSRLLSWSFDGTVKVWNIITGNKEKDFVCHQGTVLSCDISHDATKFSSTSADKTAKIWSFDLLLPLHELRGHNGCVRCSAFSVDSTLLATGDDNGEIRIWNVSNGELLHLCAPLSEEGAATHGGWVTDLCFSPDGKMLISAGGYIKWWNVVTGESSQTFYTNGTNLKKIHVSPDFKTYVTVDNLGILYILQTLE
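System: Apoptosome proteins | Medium: Hepes pH 7.5 with detergent and BSA | Also added: Cytochrome c trigger plus (Z-DEVD)2-Rh110 caspase-3 substrate | Incubation: 30 min compound preincubation, 50 min activation, room temperature | Detection: Rhodamine 110 fluorescence at Ex 480/Em 540 nm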
hIAP block = blocks human intestinal alkaline phosphatase; P09923; purified IAP, CDP-Star luminescence, 30 min; inhibition, % at 10 µM; 330,000 compounds, 0.12% hits;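 active means inhibition reaching a set limit with compound at 10 µM in the primary screen, cut at about 35% in these data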;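 further: plate controls were DMSO wells with enzyme for no effect and no-enzyme buffer wells for full effect; values of inactives mirror those of a sister screen read the other way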
Numbers without * were called inactive; / = no result given. Outcome played no part in choosing rows (roughly 4.5% active in at least one column).

SMILES	mIAP inh	hIAP act	ATG4B inhibitor	TIM10 inh	NLRP3 yeast inh	mIAP activ	tim10-1 inh	Apaf-1 inh	hIAP block
OCCN1CCN(CC#CCn2c3ccccc3c3ccccc32)CC1	6	0.94	-6	14	6	0.94	22	-11	6
CCOC(=O)c1c(NC(=O)COC(=O)c2ccccn2)sc(C(=O)N(C)C)c1C	-12	1.2	8	7	29	1.1	21	2	-25
CNC(=O)COC(=O)c1[nH]c(C)c(C(C)=O)c1C	-9	1.3	8	-12	0	1.1	5	6	-32
C#CCOCCOCCOCCNc1nc(N2CCN(C(=O)[C@H](CCCCN)n3cc([C@@H](N)CO)nn3)CC2)nc(N2CCN(C(=O)[C@H](Cc3cc4ccccc4[nH]3)n3cc([C@@H](N)CO)nn3)CC2)n1	-18	1.1	/	7	25	1.2	2	-2	-14
COc1ccc(C(NC(C)=O)c2c(O)ccc3ccccc23)cc1OC (stereo not given)	-2	1.1	5	0	9	1	5	-5	-7
CCCC[C@@H](CN[C@H](C)CNC)NCC1CCC(C(C)(C)C)CC1 (stereo not given in full)	2	1.1	11	-8	10	0.98	-4	31	-9
C[C@H](CO)N1C[C@H](C)[C@@H](CN(C)S(=O)(=O)c2ccc(F)cc2)Oc2c(NC(=O)Nc3ccccc3)cccc2C1=O	-47	1.1	-16	-6	-4	1.5	-5	16	-12
COc1ccc(CN2CCCC(C(=O)N3CCCC3)C2)c(OC)c1 (stereo not given)	-1	1.1	0	3	-3	1	0	1	-12
CC(c1ccc(C(C)(C)C)cc1)S(=O)CC(O)CO (stereo not given)	-1	0.86	-1	16	0	1	-3	5	14
Cc1ccc(N2CC(C(=O)Nc3c4c(nn3C(C)(C)C)CS(=O)(=O)C4)CC2=O)cc1 (stereo not given)	3	0.9	2	-1	14	0.97	-19	3	10
COc1ccc(C2=NN(c3ccccc3)C(=O)/C2=C\c2ccc(O)c(OC)c2)cc1	18	0.85	8	22	-27	0.82	33	90*	15
COc1ccc(NC(=O)CCCC(=O)c2ccccc2)c(OC)c1	3	0.93	-7	2	10	0.97	-13	-2	7
CC(NC(=O)COC(=O)/C=C/c1ccc2c(c1)OCO2)c1ccccc1 (stereo not given)	0	0.99	1	8	-9	1	15	3	1
O=C(Nc1ccc([N+](=O)[O-])cn1)c1ccc2c(c1)OCO2	3	1.1	-2	-9	8	0.97	-8	-1	-9
CC(=O)Nc1ccc(NS(=O)(=O)c2cccc3ccccc23)cc1	0	0.99	-9	-5	-9	1	21	-4	0
CCOC(=O)c1sc(N2C(=O)C(O)=C(C(=O)c3ccco3)C2c2ccc([N+](=O)[O-])cc2)nc1C (stereo not given)	-3	0.71	6	3	13	1	18	19	29
C#Cc1cccc(NC(=O)C2CCN(C(C)=O)CC2)c1	11	1	-3	1	0	0.89	-3	-5	0
CC1=Nn2c(nnc2-c2cccs2)SC1	-4	1.1	-1	-2	-6	1	5	10	-8
COC(=O)C(Cc1ccccc1)NC(=O)CNC(=O)c1sc2ccccc2c1Cl (stereo not given)	14	0.98	-15	9	28	0.86	-42	23	2
Cc1cccc(NC(=O)NCCN2C(=O)C3C4C=CC(C4)C3C2=O)c1 (stereo not given)	-4	1	-6	-1	7	1	-16	-11	-5
CC(=O)NN1C(=O)/C(=C\c2ccc(C)cc2)SC1=S	0	1	-4	3	22	0.99	29	2	0
O=C(NC(=S)NC1CCS(=O)(=O)C1)c1ccccc1 (stereo not given)	3	1.1	11	0	6	0.97	-3	1	-13
COc1ccc(SC[C@H](CC(C)C)N2CCN(CCc3ccccc3)CCC2=O)cc1	13	0.91	2	3	13	0.87	26	26	9
CC(C)c1ccc(NC(=O)C2C3C=CC4(CN(Cc5cccnc5)C(=O)C24)O3)cc1 (stereo not given)	10	1	5	-1	-14	0.9	6	-14	-4
Cc1cc(NC(=O)CCSc2ccccc2)no1	2	0.99	-23	0	5	0.98	5	-21	1
CC1(C)CC(=O)C=C(Nc2ccc(Br)cc2F)C1	12	0.84	4	-5	6	0.88	-20	0	16
COCCCNC(=O)CCCN1C(=O)c2cccnc2Sc2ccccc21	-3	1	-5	-12	-7	1	3	2	-4
COc1ccc(Cl)c(Cn2c(NCc3ccco3)nc3c2c(=O)n(C)c(=O)n3C)c1	-14	1.7	1	-13	11	1.1	-16	9	-72
C#CCNC(=O)[C@H](Cc1ccc(C(=O)c2ccccc2)cc1)NC(=O)OC(C)(C)C	2	0.9	-11	10	8	0.98	0	3	10
COc1ccc(CNCCCO)cc1OC	2	1.1	9	-2	13	0.98	-2	0	-8

Compound profiles (already shown):
COC(=O)C(Cc1ccccc1)NC(=O)CNC(=O)c1sc2ccccc2c1Cl (stereo not given) is listed as mIAP inh = 14; hIAP act = 0.98; ATG4B inhibitor = -15; TIM10 inh = 9; NLRP3 yeast inh = 28; mIAP activ = 0.86; tim10-1 inh = -42; Apaf-1 inh = 23; hIAP block = 2
CC(C)c1ccc(NC(=O)C2C3C=CC4(CN(Cc5cccnc5)C(=O)C24)O3)cc1 (stereo not given) is listed as mIAP inh = 10; hIAP act = 1; ATG4B inhibitor = 5; TIM10 inh = -1; NLRP3 yeast inh = -14; mIAP activ = 0.9; tim10-1 inh = 6; Apaf-1 inh = -14; hIAP block = -4

(continued)
SMILES	mIAP inh	hIAP act	ATG4B inhibitor	TIM10 inh	NLRP3 yeast inh	mIAP activ	tim10-1 inh	Apaf-1 inh	hIAP block
CC(=O)NC(c1ccco1)c1cc(Cl)c2ccc(Cl)nc2c1O (stereo not given)	2	1.1	-9	-5	-24	0.98	12	16	-12
CC(C)(C)OC(=O)N1CCC(C(=O)N2CCOCC2)CC1	4	1.1	5	5	2	0.96	15	2	-10
O=[N+]([O-])c1ccccc1CN1CCN(Cc2ccccn2)CC1	0	0.97	5	-6	14	1	-3	-7	3
CC(OC(=O)CCCN1C(=O)c2ccccc2C1=O)C(=O)Nc1ncc(Cl)cc1Cl (stereo not given)	1	0.86	2	-16	21	0.99	27	10	14
CCO[C@H]1OC(C(=O)O)=C[C@@H](c2ccc3c(c2)OCO3)[C@@H]1CCCO	-6	0.93	-4	0	5	1.1	-9	-2	7
Cc1ccccc1OCc1csc(N)n1	-8	1	-2	-14	24	1.1	-2	3	0
CCOC(=O)c1c(NC(=O)CN(CC)CC)sc2c1CCN(C(=O)OCC)C2	7	1.2	0	30	23	0.93	15	13	-22
COc1ccccc1N1CCN(C(=O)Cc2ccc(Cl)cc2)CC1	2	1.2	-6	-3	39	0.98	22	5	-20
N#CCCN(CCC#N)C(=O)c1ccc(Cl)cc1	7	1	2	-7	-3	0.93	-12	-9	-2
Cc1ccc(S(=O)(=O)NCC(=O)N(CC(=O)NCC2CCCO2)C2CCCC2)cc1 (stereo not given)	-6	0.91	0	3	-10	1.1	4	-3	9
CC(=O)NCCc1csc(-c2ccccc2)n1	-5	1	-5	13	-2	1.1	15	-5	-3
O=C(CN1C(=O)/C(=C/c2ccccc2Cl)SC1=S)NC1C=CS(=O)(=O)C1 (stereo not given)	10	0.89	4	12	19	0.91	7	1	11
Cc1ccc(OCC(=O)Nc2ccc(-c3nnc(-c4ccco4)o3)cc2)cc1	6	1	-6	14	13	0.94	11	11	-3
COc1ccc(CCCc2nc3ccccc3[nH]2)cc1	-2	1.1	-1	2	-9	1	-1	-6	-9
COc1ccccc1NC(=O)COC(=O)c1cc(C)oc1C	0	1.1	6	-5	16	1	9	10	-10
CCOC(=O)c1sc(=NC(=O)c2ccc(S(=O)(=O)N(C)c3ccccc3)cc2)n(C)c1C	6	1.1	5	-6	0	0.94	6	15	-12
O=C(O)c1ccc2cc(-c3ccccc3)[nH]c2c1	4	0.92	-6	0	17	0.96	10	0	8
Cc1ccc(CNC(=O)C2CCCN2S(=O)(=O)c2ccc3c(c2)C(C)(C)C(=O)N3C)cc1 (stereo not given)	-1	1.1	-14	0	19	1	9	1	-11
CCN(CC)CCCCNc1ncc2cc(-c3cc(OC)cc(OC)c3)c(NC(=O)NC(C)(C)C)nc2n1	-1	1	-5	3	8	1	-10	25	0
O=C(NCc1cccnc1)c1nc(-c2ccccc2)n(-c2ccccc2)n1	0	0.76	5	8	18	1	18	11	24
O=C(c1ccco1)N1CCN(C(=O)c2ccc(-c3ccccc3Cl)o2)CC1	-2	0.95	-4	-14	33	1	-28	10	5
O=C(COC(=O)/C=C/c1ccc(OC(F)F)cc1)Nc1cccc(S(=O)(=O)N2CCOCC2)c1	7	1	-5	1	25	0.93	2	-2	-2
CN1CCN(CC(=O)N(C)c2nc(-c3ccccc3)cs2)CC1	-2	1	-9	1	1	1	-6	2	-3
CCOc1ccc(-c2noc(-c3ccncc3)n2)cc1OCC	-14	1.3	-5	6	23	1.1	9	13	-27
COc1cc(NC(=O)c2oc3ccccc3c2C)ccc1NC(=O)c1ccco1	7	0.83	1	21	18	0.93	-18	22	17
Cc1ccc(OCCN2C(=O)C(=O)c3cccc(C)c32)cc1	3	0.96	8	18	5	0.97	13	3	4
O=C(CSc1nnc(COc2ccc(Cl)cc2)o1)OC1CCCCC1	10	1	-1	-1	-2	0.9	13	24	-5
COc1cccc(CN2CCN(Cc3ccc(C#CC(C)(C)O)s3)CC2CCO)c1 (stereo not given)	7	1.1	-4	7	10	0.93	10	-4	-13
NC(=O)c1c(NC(=O)CSc2nnc(-c3ccco3)n2-c2ccccc2)sc2c1CCC2	22	0.93	13	19	10	0.78	12	28	7
Cc1ccc(NC(=O)CSc2nnc(CN3CCOCC3)n2-c2ccccc2)cc1	-6	1.1	-3	7	8	1.1	21	9	-10
COc1cc2c(cc1OC)C(c1ccc(-c3ccc(Cl)cc3Cl)o1)=NCC2	-2	1	-8	48*	27	1	51*	36	0
COc1ccc(-c2cc(=O)c3cc(C)ccc3[nH]2)cc1	8	0.91	-3	24	12	0.92	-19	-6	9
Nc1c(C(=O)N/N=C/c2ccc(OCc3ccccc3)cc2)cnn1-c1ccccc1	4	1.1	-12	5	-10	0.96	4	-16	-6
NC(=O)c1ccsc1NC(=O)COC(=O)CNC(=O)c1ccc(F)cc1	22	1.1	-5	-8	2	0.78	4	-14	-7
Cn1cccc1CNC(=O)Nc1ccccc1	-18	0.98	-10	-5	7	1.2	8	0	2
CCOc1ccc(N(C(C)C(=O)NN=C2CCCCCCC2)S(C)(=O)=O)cc1 (stereo not given)	-5	1.1	-1	-4	3	1.1	-14	-4	-5
CC(c1ccon1)N(C)C(=O)CCc1nnc(Cc2ccc(-c3ccccc3)cc2)o1 (stereo not given)	-6	1	-7	-9	-5	1.1	12	-17	-2
Cc1ccc(S(=O)(=O)NC(C)(C)CN2CCNCC2)cc1	-1	1.2	-5	-9	2	1	1	14	-18
O=C(O)c1ccc(/C=N/N2CCN(Cc3ccc(Cl)cc3)CC2)cc1	6	1.2	-1	3	23	0.94	20	6	-18
CCC(=O)C(C#N)(c1ccc(OC)c(OC)c1)C(C)C (stereo not given)	1	0.93	-3	-5	3	0.99	1	6	7
NC(=O)Cc1nc2scc(-c3ccc(Cl)cc3)c2c(=O)[nH]1	4	0.85	-1	3	-19	0.96	1	7	15
O=C(O)c1ccc2c3c(cccc13)C(=O)N(OS(=O)(=O)c1ccccc1)C2=O	6	0.98	-1	4	20	0.94	7	4	2
COc1ccccc1/C=C/C(=O)Nc1ccc2c(c1)OCCO2	-1	0.94	-17	33	27	1	-22	1	6
NC(=O)c1ccccc1NC(=O)/C=C/c1cccc(Cl)c1	0	0.92	-14	23	26	0.99	24	4	8
Cc1ccc(S(=O)(=O)N2CCN(Cc3nnc(-c4c(-c5ccccc5)noc4C)o3)CC2)cc1	9	1.2	4	15	11	0.91	8	8	-23
